# GalR3 antag: GalR3 antagonists in HEK293 cells, primary screen, cell-based, fluorescence readout; Galanin receptor type 3 (Homo sapiens), O60755; HEK293 GalR3-CNG cAMP membrane potential fluorescence; galR3 body fused to GalR1 C-terminus; inhibition, % at 3 µM; 360,000 compounds, 0.44% hits;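 active = inhibition above the screen-wide average plus 3 SD, cut at about 13% in these data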;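 also: forskolin and galanin both at EC90 stimulate the cells; cAMP rise reported by CNG channel membrane potential dye signal; 0% = forskolin plus galanin with DMSO and 100% = forskolin alone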
# Target sequence (O60755 1-299 limits assumed): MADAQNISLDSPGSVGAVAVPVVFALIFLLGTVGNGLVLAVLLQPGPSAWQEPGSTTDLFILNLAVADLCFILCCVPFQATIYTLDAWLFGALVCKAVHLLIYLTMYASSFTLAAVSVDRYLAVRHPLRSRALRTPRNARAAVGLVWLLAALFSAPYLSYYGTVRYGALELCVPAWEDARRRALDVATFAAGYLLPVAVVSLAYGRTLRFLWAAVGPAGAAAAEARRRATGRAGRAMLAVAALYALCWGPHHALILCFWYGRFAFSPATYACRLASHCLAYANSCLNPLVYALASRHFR
# V1R ag counter: agonists of human V1a receptor, primary screen, counter-screen for OXTR agonist project, fluorescence, CHO-V1R cells | Vasopressin V1a receptor (Homo sapiens), P37288 | Fluo-8 calcium fluorescence, agonist mode; 0% DMSO, 100% 3 nM vasopressin | activation, % at 3 µM | 320,000 compounds, 0.25% hits;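 active = activation above the mean activation of all tested compounds plus 3 SD, per screening run, cut at about 20% in these data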;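 also: signal is peak over basal fluorescence ratio across a 100 second FLIPR read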
# Target sequence (P37288 whole entry, looked up): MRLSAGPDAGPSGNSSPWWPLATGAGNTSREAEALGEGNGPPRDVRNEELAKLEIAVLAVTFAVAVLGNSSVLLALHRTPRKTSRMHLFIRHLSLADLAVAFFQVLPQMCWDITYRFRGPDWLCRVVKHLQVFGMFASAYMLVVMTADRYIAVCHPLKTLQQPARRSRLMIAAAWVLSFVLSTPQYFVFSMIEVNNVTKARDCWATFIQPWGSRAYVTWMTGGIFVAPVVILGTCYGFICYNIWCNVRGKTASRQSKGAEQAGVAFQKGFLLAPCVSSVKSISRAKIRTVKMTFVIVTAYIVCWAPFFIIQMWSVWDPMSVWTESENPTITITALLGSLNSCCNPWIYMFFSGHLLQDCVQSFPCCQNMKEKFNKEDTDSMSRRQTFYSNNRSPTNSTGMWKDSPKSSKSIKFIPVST
# OXTR agonist: human OXTR agonists, primary screen, fluorescence, CHO-OTR cells, Fluo-8 calcium; Oxytocin receptor (Homo sapiens), P30559; activation, % at 3 µM; AID 2435, 2010; 320,000 compounds, 0.32% hits; Fluo-8 calcium fluorescence; normalized: DMSO 0%, oxytocin 100%;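 active = activation above the mean of all tested compounds plus 3 SD, cutoff set per screening run, cut at about 20% in these data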;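 also: peak over basal fluorescence ratio from a 100 s FLIPR kinetic read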
# Target sequence (P30559 whole entry, looked up): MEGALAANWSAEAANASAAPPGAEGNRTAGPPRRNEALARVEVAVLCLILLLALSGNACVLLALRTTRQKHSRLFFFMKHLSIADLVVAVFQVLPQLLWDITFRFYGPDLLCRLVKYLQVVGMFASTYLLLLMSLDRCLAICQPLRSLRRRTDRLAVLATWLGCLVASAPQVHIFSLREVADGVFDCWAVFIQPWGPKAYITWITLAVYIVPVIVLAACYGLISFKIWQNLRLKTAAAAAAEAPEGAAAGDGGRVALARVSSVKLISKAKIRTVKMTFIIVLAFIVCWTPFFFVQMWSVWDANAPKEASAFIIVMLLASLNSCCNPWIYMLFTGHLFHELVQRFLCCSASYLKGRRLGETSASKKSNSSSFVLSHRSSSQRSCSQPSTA
# Active calls of the source: *.
# Under each structure – OXTR agonist	GalR3 antag	V1R ag counter
> CC(C)[C@H](NC(=O)c1ccccc1Br)C(=O)OCc1nc2ccsc2c(=O)[nH]1
→ 0.0	-1	0.7
> O=C(COC(=O)c1nc(Cl)ccc1Cl)NC1CCCCC1
→ -0.4	-8	-0.8
> Cc1c(NC(=O)c2cccc(NC(=O)Cc3c(F)cccc3Cl)c2)c(=O)n(-c2ccccc2)n1C
→ 0.1	7	0.1
> COc1ccc(S(=O)(=O)N2CCOCC2)cc1NC(=O)COc1ccc(C)cc1
→ -0.8	-3	-0.3
> CCCCCN(C(=O)CCC(=O)OCC(=O)c1c(C)cc(C)cc1C)c1c(N)n(CCCC)c(=O)[nH]c1=O
→ -2.5	-3	-1.0
> CCCCCOc1ccc(C(=O)Nc2ccc(N3CCOCC3)cc2N2CCOCC2)cc1
→ -0.5	-3	-0.3
> CCN1C(=O)[C@@H]2[C@H](C1=O)[C@@H]1C(=O)Nc3ccccc3C(=O)N1[C@@H]2c1ccc(OC)cc1
→ -0.6	-4	1.9
> Cc1cccc(C)c1NC(=O)CN(C)C(=O)c1cccc(S(=O)(=O)N2CCN(c3ccc(F)cc3)CC2)c1
→ 6.4	-7	5.4
> CCCNC(=O)c1ccccc1NC(=O)COc1cccc2c1OC(C)(C)C2
→ -2.2	-2	-1.3
> CC1CN(S(=O)(=O)c2cccc(C(=O)NCC3COc4ccccc4O3)c2)CC(C)O1 (stereo not drawn)
→ -0.3	2	2.5
> Cc1oc(-c2ccccc2)nc1C(=O)OCC(=O)NCc1ccc(Cl)cc1
→ -2.7	-3	-0.8
> CCOc1ccc(C(=O)NCC(=O)OCCN2C(=O)c3ccccc3C2=O)cc1OCC
→ -0.6	-1	0.5
> COc1cccc(CN(C)C(=O)c2ccc(NS(=O)(=O)c3ccc(F)cc3)cc2)c1OC
→ 1.1	-3	1.0
> COC(=O)COc1ccc(C(=O)Cn2c(NCCCO)nc3ccccc32)cc1
→ -0.2	-4	0.1
> COc1ccccc1NS(=O)(=O)c1cc(N)ccc1N1CCCC1
→ -0.4	-9	-0.2
> CCOC(=O)[C@H]1[C@H]2COc3ccc(Br)cc3[C@@H]2N2C(=O)CN(Cc3ccc(Cl)cc3)C(=O)[C@@]12C
→ 3.0	-6	0.9
> COc1ccccc1NC(=O)c1cc(C(=O)Nc2ccccc2OC)n(C)n1
→ -0.4	-4	0.5
> Cc1cccc(NC(=O)C(C)Oc2ccc(C)nc2[N+](=O)[O-])c1 (stereo not drawn)
→ -0.5	-2	-0.3
> Cc1c(C)n2c(SCC(=O)N3CCOCC3)nnc2[nH]c1=O
→ -0.1	-3	0.1
> Cc1cc(C)c(S(=O)(=O)N2CCN(C(=O)C3COc4ccccc4O3)CC2)c(C)c1 (stereo not drawn)
→ -1.1	0	-1.6
> O=C(O)c1ccc2c(c1)S(=O)(=O)c1cc(Cl)ccc1C2=O
→ 0.0	-2	0.2
> CCOC(=O)[C@H]1[C@H]2COc3ccc(Br)cc3[C@@H]2N2C(=O)CN(CC3CCCO3)C(=O)[C@@]12C (stereo partly drawn)
→ 1.2	-3	0.8
> NC(=O)[C@@H]1CCCN1C(=O)[C@@H](Cc1cnc[nH]1)NC(=O)[C@@H]1CCC(=O)N1
→ 8.5	0	2.6
> Cc1cc(C)cc(S(=O)(=O)Cc2noc(C(=O)NCc3ccccc3)c2C(=O)NCc2ccccc2)c1
→ 2.1	-4	2.7
> O=C(Nc1cccc(S(=O)(=O)N2CCOCC2)c1)c1ccc(=O)[nH]c1
→ 1.0	-5	0.5
> Cc1ccc(CN(C)C(=O)c2cccc(S(=O)(=O)N3CCCC3)c2)o1
→ 1.0	-3	0.3
> O=C(CCCOc1ccccc1)Nc1cccc(S(=O)(=O)N2CCCCCC2)c1
→ 2.2	-6	3.5
> CC(C(=O)Nc1nc(-c2ccc(F)cc2)cs1)N1C(=O)C2CC=CCC2C1=O (stereo not drawn)
→ 1.8	-3	7.3
> CC(C)CN(C(=O)CSc1nc2ccccc2c(=O)[nH]1)c1c(N)n(CC(C)C)c(=O)[nH]c1=O
→ 0.3	1	1.0
> Cc1cccc(-c2sc(Nc3ccccc3)n[n+]2-c2ccccc2)c1
→ -2.5	-4	-0.9
> CSc1ncccc1C(=O)Nc1ccccc1N1CCOCC1
→ -0.3	-4	0.4
> O=C(O)CCSSCCC(=O)O
→ 0.4	-2	-0.4
> COc1cccc(NC(=O)COC(=O)CC2CC3CCC2C3)c1 (stereo not drawn)
→ 1.6	-3	2.1
> CNC(=O)c1ccc(NC(=O)c2ccc3c(=O)n4c(nc3c2)CCC4)cc1
→ 0.5	-4	0.4
> CC(OC(=O)C1=COCCO1)C(=O)NC(C)c1ccc(Cl)cc1Cl (stereo not drawn)
→ 2.5	-1	2.3
> Cc1cccc(C(=O)NCC(=O)N2CCN(S(=O)(=O)c3ccccc3)CC2)c1
→ 0.1	-1	0.3
> O=[N+]([O-])c1cccc(S(=O)(=O)Nc2cccc(-c3ccc(N4CCOCC4)nn3)c2)c1
→ 0.9	-3	0.8
> O=C(CSc1cc(Cl)ccc1Cl)Nc1ccc(N2CCOCC2)cc1
→ 1.3	-3	1.9
> CCN(CC(=O)Nc1c(F)cccc1F)C(=O)c1cccc(S(=O)(=O)N2CCc3ccccc3C2)c1
→ -1.5	-7	0.1
> O=C(OCC(=O)N1CCc2ccccc21)c1ccc([N+](=O)[O-])cc1
→ 2.7	-3	0.8
> CCN1C(=O)[C@H]2[C@@H](c3ccc(SC4CCCCC4)c(OC)c3)N3CCCC[C@@]3(C(=O)OC)[C@H]2C1=O
→ -0.9	1	0.2
> Cc1ccc(NC(=O)COC(=O)c2ccco2)cc1S(=O)(=O)N1CCOCC1
→ 2.0	-7	2.3
> CC(NCC(=O)Nc1ccccc1C(=O)NC1CC1)c1cccc(C(F)(F)F)c1 (stereo not drawn)
→ 4.9	-7	4.6
> CCCNC(=O)c1onc(CS(=O)(=O)c2cc(C)cc(C)c2)c1C(=O)NCCC
→ -2.4	-5	-0.9
> COc1cccc(NC(=O)CN(C)C(=O)c2cc(C)oc2C)c1
→ 0.5	-2	-0.3

# Four entries drawn at random from the list so far, as already listed:
# Under each structure – OXTR agonist	GalR3 antag	V1R ag counter
> CC(NCC(=O)Nc1ccccc1C(=O)NC1CC1)c1cccc(C(F)(F)F)c1 (stereo not drawn)
→ 4.9	-7	4.6
> O=C(OCC(=O)N1CCc2ccccc21)c1ccc([N+](=O)[O-])cc1
→ 2.7	-3	0.8
> O=C(O)CCSSCCC(=O)O
→ 0.4	-2	-0.4
> CSc1ncccc1C(=O)Nc1ccccc1N1CCOCC1
→ -0.3	-4	0.4

# Next part:
# Under each structure – OXTR agonist	GalR3 antag	V1R ag counter
> O=C(COC(=O)C1CC2C=CC1C2)Nc1c(Br)cc([N+](=O)[O-])cc1Br (stereo not drawn)
→ -1.1	2	0.5
> Cc1ccc(OCC(=O)Nc2cccc3ccccc23)c([N+](=O)[O-])n1
→ 1.8	-6	1.4
> COc1ccccc1-n1nnnc1SCC(=O)NCC1CCCO1 (stereo not drawn)
→ 0.7	3	0.6
> c1ccc(-c2nc(SCc3nc4ccccc4[nH]3)c3oc4ccccc4c3n2)cc1
→ 0.2	-5	0.4
> O=Cc1c(Cl)cccc1Cl
→ 1.5	-3	0.7
> CCOC(=O)c1cn(C2CC2)c2c(F)c(NCCCN(C)C)c(F)cc2c1=O
→ 0.4	-2	-0.7
> COc1ccccc1/C=C/C(=O)OCC(=O)N1c2ccccc2CC1C (stereo not drawn)
→ -2.1	-7	0.6
> O=C(COC(=O)/C=C/c1ccc(F)cc1)Nc1nnc(-c2ccccc2)o1
→ 0.2	-5	-0.2
> COc1cc2nc(N(CCCN(C)C)C(=O)c3ccc(S(=O)(=O)N4CCc5ccccc54)cc3)sc2cc1OC
→ 7.3	-4	3.9
> O=C(c1cc(-c2ccc(F)cc2)nc2ccccc12)N1CCN(C2CCS(=O)(=O)C2)CC1 (stereo not drawn)
→ 1.2	-7	-0.9
> Cc1ccc(C)c(OCCC(=O)OCC(=O)Nc2ccc(C)c(S(=O)(=O)N3CCCCC3)c2)c1
→ 2.5	-4	3.8
> COc1ccc(C(=O)OCC(=O)c2ccc(CNC(C)=O)s2)cc1
→ 1.6	-2	1.6
> CC1CCC(NC(=O)CN2C(=O)c3ccccc3S2(=O)=O)CC1 (stereo not drawn)
→ -0.2	2	0.1
> O=C1CC(C(=O)N2CCN(Cc3ccccc3)CC2)CN1Cc1ccccc1 (stereo not drawn)
→ 0.7	1	0.1
> COc1ccc(NC(=O)CN(C)C(=O)c2cc(S(=O)(=O)N3CCCCCC3)ccc2OC)cc1
→ -1.6	-4	0.0
> O/C(=C\c1ccc2ccccc2n1)c1ccncc1
→ 3.5	-1	2.1
> CCCCN(C(=O)c1cccs1)c1c(N)n(Cc2ccccc2)c(=O)[nH]c1=O
→ 1.4	-1	0.8
> O=C(COC(=O)CNC(=O)c1ccccc1F)Nc1nnc(-c2ccccc2)o1
→ -0.1	-3	-0.6
> O=C1CCN(Cc2ccccc2)S(=O)(=O)c2ccc(C(F)(F)F)cc21
→ 0.1	-10	-0.4
> CCC(C)c1ccc(S(=O)(=O)N2CCN(CC(O)CN3CCOCC3)CC2)cc1 (stereo not drawn)
→ 0.5	-4	0.8
> COc1ccc(-c2ccc3c(c2)c(-c2cccs2)c(-c2cc(OC)cc(OC)c2)n3C)cc1
→ 1.7	-2	-0.8
> Cn1nc(C(=O)Nc2ccccc2N2CCOCC2)ccc1=O
→ -0.5	6	0.9
> Cc1ccc(S(=O)(=O)N2CCC(C(=O)Nc3ccccc3N3CCCCC3)CC2)cc1C
→ -1.8	-1	-0.2
> Nn1c(COc2ccccc2F)nnc1SCC(=O)NC1CCCCC1
→ -1.1	3	0.0
> COc1cc(S(=O)(=O)N2CCOCC2)ccc1NC(=O)COC(=O)c1cc(OC)c(OC)c(OC)c1
→ 0.3	-5	1.4
> CN(c1ccccc1)S(=O)(=O)c1ccc2c(c1)OCCO2
→ -1.1	-5	-0.8
> C[C@H](NC(=O)c1nc[nH]c1C(=O)N[C@@H](CCCCN)C(=O)OC(C)(C)C)C(=O)OCc1ccccc1
→ 0.1	-2	0.1
> CC(C)c1ccc(S(=O)(=O)N2CCN(C(C)C(=O)N3CCCC3)CC2)cc1 (stereo not drawn)
→ 0.0	-1	0.8
> Cc1cc(C)c(C(=O)OCC(=O)Nc2cccc(S(=O)(=O)N3CCCCC3)c2)c(C)c1
→ -0.3	-4	1.0
> COc1ccc(OCCCC(=O)OC(C)C(=O)Nc2ccc(S(N)(=O)=O)cc2)cc1 (stereo not drawn)
→ 0.9	-2	0.4
> CCOC(=O)C1=CC[C@@H](c2ccco2)N(S(=O)(=O)c2ccc(C)cc2)[C@H]1C(=O)OCC
→ 4.0	-4	0.0
> COc1ccc(S(=O)(=O)N2CCOCC2)cc1NC(=O)CSc1nnc(N)s1
→ -0.1	-4	1.4
> COc1ccc(C2=NOC(Cn3nc(C(=O)NCc4ccccc4OC)cc3-c3ccccc3)C2)cc1 (stereo not drawn)
→ 3.6	-2	2.1
> C[C@H](CO)N1C[C@H](C)[C@@H](CN(C)S(=O)(=O)c2ccc(F)cc2)Oc2ccc(NC(=O)C3CC3)cc2C1=O
→ 1.6	-2	0.1
> COc1cc(OC)nc(Oc2cccc(Cl)c2C)n1
→ -2.9	-3	-0.4
> CCc1cc(Cn2nc(C(=O)O)cc2-c2ccccc2)on1
→ 0.0	-2	-0.6
> C=CCNC(=O)C1CC2c3ccccc3C1c1ccccc12 (stereo not drawn)
→ -1.4	0	-0.2
> COc1ccc(-c2nc(SC(C)C(=O)Nc3ccc(NC(C)=O)cc3)n[nH]2)cc1 (stereo not drawn)
→ -0.1	3	-0.1
> c1ccc2oc(-c3nn4c(Cn5cnc6ccccc65)nnc4s3)cc2c1
→ 0.6	2	0.9
> CC(C)(C)OC(=O)C[C@H]1C/C=C\C[C@H](CC(=O)N(CCO)Cc2ccccc2)C(=O)N[C@@H](Cc2ccccc2)COC1=O
→ -1.3	-5	-0.5
> NCCCn1c(C(=O)c2ccc(Cl)cc2)c2ccc([N+](=O)[O-])cc2[n+]1[O-]
→ 0.9	-2	-0.7
> COCCN(Cc1ccccc1)C(=O)c1cccc(S(=O)(=O)N2CCN(c3ccc(F)cc3)CC2)c1
→ -1.7	1	2.6
> CCOc1ccccc1N1CCN(CC(=O)Nc2ccnn2C2CCCC2)CC1
→ 2.5	-7	3.9
> CC(=O)Nc1ccc(NC(=O)C(C)OC(=O)C2CCN(S(=O)(=O)c3ccc4c(c3)OCCO4)CC2)cc1 (stereo not drawn)
→ -0.5	-3	-1.0
> CN(CC(=O)Nc1ccc(Cl)c(C(F)(F)F)c1)C(=O)c1ccc(N2CCOCC2)c([N+](=O)[O-])c1
→ 16	-3	12
> Cc1noc(C)c1C(=O)OCC(=O)NCc1ccc(Cl)cc1
→ -1.3	-2	0.0
> O=C(OCC(=O)c1ccc(Cl)s1)c1ccc(CO)cc1
→ 1.7	-1	0.8
> Cc1cc(C(=O)COc2cccc([N+](=O)[O-])c2)c(C)n1C1CC1
→ -0.8	-7	1.3
> COc1ccc(/C=C/C(=O)N(CC(C)C)C2CCS(=O)(=O)C2)cc1 (stereo not drawn)
→ -1.7	0	-0.3
> COc1ccc2sc(-c3ccc(S(C)(=O)=O)cc3)c(C#Cc3cncn3C)c2c1
→ 0.8	-2	0.7
> COc1cccc(CC(=O)Nc2ccc3c(c2)OC2(CCCC2)O3)c1
→ -2.2	-4	0.0

# Screening data deposited in PubChem by The Scripps Research Institute Molecular Screening Center.

# Not all compounds are listed; rates above refer to the full screens.
